# Pf growth 96h: inhibits malaria parasite growth, 96 h; 320,000 compounds, 6.9% hits; P. falciparum luciferase reporter growth, 96 h; Potency, µM (titrated, usually from 28.7 µM), for the others: at the highest dose activity change, negative = inhibition, most hits filed as inhibitors; AID 504834; further: potency means the concentration at half of the fitted maximal effect; on the % scale 0 is the no-effect control and ±100 the full control effect
#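 Compounds incubated with erythrocytes infected by luciferase-expressing P. falciparum (2% hematocrit, 0.05% parasitemia final) for 96 hours, 37 C in 5% CO2. Growth inhibition scored as decreased luciferase luminescence.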
# Pf growth 48h: inhibits P. falciparum growth in the first generation, 48 h; P. falciparum luciferase growth in erythrocytes, 48 h; Potency, µM (doses to about 28.7 µM), for the others: top-dose activity change, negative = inhibition, most hits filed as inhibitors; 310,000 compounds, 5.9% hits; AID 504832; further: potency means the concentration at half of the fitted maximal effect; on the % scale 0 is the no-effect control and ±100 the full control effect
#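 Compounds are pin-transferred into medium, infected erythrocytes (2% hematocrit, 0.1% parasitemia final) are added, and plates sit one parasite generation at 37 C in 5% CO2. Detection reagent is then added and luminescence measured.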
# AmpC no deterg: blocks E. coli AmpC beta-lactamase in detergent-free assay; Potency, µM (titrated, usually from 57.1 µM), inactives show at the highest dose activity change, negative = inhibition, most hits filed as inhibitors; AmpC nitrocefin hydrolysis, absorbance 480 nm, 0.0001% Triton; AID 485341; 330,000 compounds, 0.52% hits;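 further: potency means the concentration at half of the fitted maximal effect; plate controls were no compound for no effect and no enzyme for full effect; nearly all actives have a fitted effect of over 20% in size; some results filed as inactive show a strong effect at the top dose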
# Target sequence (P00811 whole entry, looked up): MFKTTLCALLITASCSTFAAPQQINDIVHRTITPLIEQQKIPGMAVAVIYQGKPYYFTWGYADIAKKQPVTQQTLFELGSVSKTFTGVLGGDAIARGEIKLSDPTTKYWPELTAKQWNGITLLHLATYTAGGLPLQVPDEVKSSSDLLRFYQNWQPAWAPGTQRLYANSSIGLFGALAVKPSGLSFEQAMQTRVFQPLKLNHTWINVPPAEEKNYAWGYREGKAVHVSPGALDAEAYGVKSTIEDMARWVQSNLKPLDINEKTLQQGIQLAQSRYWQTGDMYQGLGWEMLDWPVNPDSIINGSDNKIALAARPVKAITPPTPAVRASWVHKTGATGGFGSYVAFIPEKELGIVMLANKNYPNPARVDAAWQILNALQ
#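 AmpC (5.3 nM in the dispensed reagent) in 20 mM phosphate pH 7.0 with 0.01% (detergent screen) or 0.0001% Triton X-100 was preincubated with compounds for 15 min at room temperature. Nitrocefin was then added from an 800 uM solution, and hydrolysis was followed at 480 nm.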
# Cycloheximide cs: counter-screen for Shiga toxin inhibitors: cycloheximide protein synthesis inhibition; cell reporter, cycloheximide protein synthesis inhibition counterscreen; max response, %; 300,000 compounds, 12% hits; AID 2314; in the data active means max response mostly above about 13%, no sharp cut-off; inactive means mostly below about 14%; further: read at 38.3 µM for the half of the compounds with a filed dose; 0% is about no effect
# Tb PYK inh: inhibitors of Trypanosoma brucei pyruvate kinase | Q57TT1 | TbPYK enzyme, Kinase-Glo Plus ATP luminescence, 45 min | Potency, µM (highest dose often 76.8 µM), for inactives: top-dose activity, negative = inhibition, hits mostly inhibitors | 410,000 compounds, 0.12% hits; further: potency means the concentration at half of the fitted maximal effect; on the % scale 0 is the no-effect control and ±100 the full control effect; nearly all actives have a fitted effect of over 50% in size
#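 Assay buffer: 50 mM TEA pH 7.2, 100 mM KCl, 10 mM MgCl2, 0.05% BSA, 0.01% Tween-20. Pyruvate kinase from T. brucei plus substrate met compound, then ADP (130 uM final). Luminescence was read post 45 min RT.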
# Shiga inhibitor: blocks Shiga toxin action in Vero cells; Vero cells, Shiga toxin protein synthesis inhibition reporter; inhibition, % at 38.7 µM; 290,000 compounds, 9.2% hits; AID 2315; in the data active means inhibition mostly above about 28%, no sharp cut-off; inactive means mostly below about 43%; further: 0% is about no effect
# LmPK inh: LmPK (Leishmania mexicana) enzyme inhibition; Q27686; purified LmPK, Kinase-Glo ATP luminescence, 1 h; Potency, µM (doses to about 57.5 µM), inactives show at the top dose activity change, negative = inhibition, actives largely listed as inhibitors; 290,000 compounds, 0.37% hits; AID 1721; further: potency means the concentration at half of the fitted maximal effect; on the % scale 0 is the no-effect control and ±100 the full control effect
# Target sequence (Q27686 whole entry, looked up): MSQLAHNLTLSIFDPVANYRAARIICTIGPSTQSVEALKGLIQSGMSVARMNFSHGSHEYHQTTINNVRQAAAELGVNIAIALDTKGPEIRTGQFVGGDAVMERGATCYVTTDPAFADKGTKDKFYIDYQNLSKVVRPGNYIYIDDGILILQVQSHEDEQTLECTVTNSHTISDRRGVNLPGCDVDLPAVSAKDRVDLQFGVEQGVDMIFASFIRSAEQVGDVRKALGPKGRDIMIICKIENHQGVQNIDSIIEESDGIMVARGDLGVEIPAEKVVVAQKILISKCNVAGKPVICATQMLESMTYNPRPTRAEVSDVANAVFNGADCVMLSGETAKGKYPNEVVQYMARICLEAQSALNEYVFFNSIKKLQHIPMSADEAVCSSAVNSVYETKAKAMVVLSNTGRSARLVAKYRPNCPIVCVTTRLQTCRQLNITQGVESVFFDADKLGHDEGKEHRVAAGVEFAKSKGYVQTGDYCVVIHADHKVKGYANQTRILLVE
#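 Screened at intermediate enzyme activity to detect both inhibitors and activators: LmPK at 0.1 nM, with a 0.5 nM enzyme column as activation reference. PEP 0.5 mM, ADP 0.1 mM; ATP detected by luminescence after 1 h.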
# Numbers without * were called inactive; i = inactive; ? = inconclusive; . = no result given; & = joins results of further samples; [ ] = dose if it differs, or a comment. Unless noted, the call rests on the fitted dose curve; in most records, active means well fitted curve in the direction sought with a large enough effect; inconclusive means small, poorly fitted or top-dose-only effect, or another doubt; inactive means no such curve, though single readings can be large; an effect the other way counts as inactive or inconclusive.
# Below each SMILES – Shiga inhibitor	Tb PYK inh	Pf growth 48h	Pf growth 96h	LmPK inh	AmpC no deterg	Cycloheximide cs
CCCCN(CC)CCCNC(=O)CC1Oc2ccccc2NC1=O (stereo not drawn)
 : 15	-6%	0%	?	2%	?	-2
O=C1COc2ccc(C(=O)CSc3nnc(Cc4cccs4)n3-c3ccc(Cl)cc3)cc2N1
 : -13	?	-1%	?	2%	49%	-3
Cn1c(SCC(=O)Nc2ccc(Cl)cc2F)nnc1-c1ccco1
 : -10	4%	-13%	?	3%	0%	-1
COc1cccc(NC(=O)c2oc3ccccc3c2NC(=O)C(C)(C)C)c1
 : 57	4%	?	-2%	4%	?	13
CC(=O)c1ccc(NC(=O)c2cccc(S(=O)(=O)N3CCN(C)CC3)c2)cc1
 : 104*	3%	?	?	0%	-9%	41*
COc1cc(/C=C(\C#N)c2nc3ccccc3[nH]2)c([N+](=O)[O-])cc1OCc1ccccc1
 : 26	-14%	2.6µM*	13%	1%	-31%	0
CCC(=O)Nc1nc(C)c(-c2csc(Nc3cccc(C(=O)O)c3)n2)s1
 : 12	7%	98%[activator]	?	1%	-20%	11
COc1ccccc1NC(=O)c1ccc(NC(=O)COC(=O)CCC2CCCC2)cc1
 : 7	4%	-18%	40%[activator]	6%	?	6
CC(C)Cc1nnc(NC(=O)CCC(=O)N2CCN(CCOC(c3ccccc3)c3ccccc3)CC2)s1
 : -6	-2%	?	?	2%	76%[activator]	1
NC(=O)C(=O)N/N=C/c1c(F)c(F)c(F)c(F)c1F
 : -1	-2%	-6%	-10%	-1%	-5%	8
COc1ccccc1N1CCN(C(=O)C2CCCCN2S(=O)(=O)c2ccc(C)cc2)CC1 (stereo not drawn)
 : 10	2%	?	-19%	2%	105%[activator]	-1
O=C1CN(Cc2nc3cc(Cl)ccc3c(=O)[nH]2)CCN1
 : -12	-2%	6%	-7%	-2%	-30%	0
O=C(NCCc1ccccc1)C1(c2ccccc2)CCCC1
 : .	2%	-22%	13µM*	16%	-9%	-1
COc1cccc(CNC(=O)CCS(=O)(=O)c2cccc3nonc23)c1
 : 13	-2%	11%	99%[activator]	-4%	-17%	-3
CN1C(=O)N(C)C(=O)C2(Cc3c(nc4ccccn4c3=O)N3CCC(Cc4ccccc4)CC32)C1=O (stereo not drawn)
 : -8	.	?	-15%	0%	25%	-7
Cc1cc(C)n(CC(=O)NNC(=O)c2cccc(C(F)(F)F)c2)n1
 : -5	-8%	?	8%	3%	-6%	-1
Cc1ccc(C)c(S(=O)(=O)NCc2cccnc2)c1
 : 6	6%	?	.	-1%	-32%	-1
O=C(Nc1ccccc1)c1cccnc1N1CCCC1
 : -23	0%	27%	.	0%	-13%	-2
O=C(NCc1ccccc1)C1CCC1
 : -3	-15%	-11%	-12%	-2%	-17%	-5
Cc1ccc2nc(SCC(=O)c3c(N)n(C)c(=O)n(C)c3=O)[nH]c2c1
 : 30	-6%	-14%	-29%	3%	-17%	-2
O=C(Cc1ccccc1)Oc1coc(CSc2ncccn2)cc1=O
 : 5	0%	11%	11%	-10%[11.5 µM]	-18%	-5
CCOC(=O)N1CCC(NC(=O)C(CC(C)C)NC(=O)C2CCC(C)CC2)CC1 (stereo not drawn)
 : -2	-10%	.	?	8%	30%	9
NNc1nc(-c2ccccc2)c2cc(Cl)ccc2n1
 : 0	1%	?	-14%	0%	-20%	-2
COc1ccc2c(c1OC)C(=O)OC2Nc1nc(-c2ccccc2)cs1 (stereo not drawn)
 : 37*	-22%	?	31%[activator]	3%	-37%	38*
COc1ccc(NS(=O)(=O)c2cccc(C(=O)NCC(c3ccccc3OC)N3CCCC3)c2)cc1 (stereo not drawn)
 : .	-5%	10µM*	?	.	1%	.
CCCNC(=O)N1[C@H]2CC[C@@H]1C(C(=O)OC)=C(c1ccc(Cl)c(C(F)(F)F)c1)C2
 : .	2%	?	?	.	108%[activator]	.
CC(=O)N1CCN(CCN=CC2=C(O)CC(C)(C)CC2=O)CC1
 : -8	-1%	4%	-13%	-10%	-15%	-4
O=C(c1ccccc1)c1ccc2nc(-c3ccc(NC(=O)c4ccccc4F)cc3)[nH]c2c1
 : 34*	-6%	?	32%[activator]	2%	-27%	12
CC1CCc2sc(C(=O)NNC(=S)NCC3CCCO3)cc2C1 (stereo not drawn)
 : 9	3%	40%[activator]	36%[activator]	-7%	-31%	7
Fc1ccc(-c2n[nH]c(=S)n2CC2CCCO2)cc1 (stereo not drawn)
 : -11	-27%	10%	.	-19%	1%	2
COc1ccc(/C=N/Nc2nc3ccccc3c(=O)[nH]2)cc1
 : 61*	-1%	-48%	-118%	3%	-29%	43*
CN(C)C(=O)CN(c1ccc(F)c(Cl)c1)S(C)(=O)=O
 : 10	-5%	11%	.	2%	-4%	-3
O=C(c1ccc(S(=O)(=O)N2CCCCC2)cc1)N1CCN(c2ccccc2)CC1
 : -42	-4%	18%	3%	3%	-23%	-6
CCOc1ccc(-c2nc(CSCC(=O)NC3CCCc4ccccc43)c(C)o2)cc1 (stereo not drawn)
 : 13	-2%	.	13µM*	2%	-4%	6
Cc1nc2ccc(Cl)cc2c(=O)n1-c1ccccc1Cl
 : .	-12%	-5%	71%[activator]	5%	-15%	-2
COc1ccc(S(=O)(=O)NC2CC2)cc1Cl
 : .	0%	-23%	2.3µM*	-2%	-4%	-2
COc1ccccc1NC(=O)CCN1C(=O)/C(=C\c2cc(OC)c(OC)c(OC)c2)SC1=S
 : -9	-5%	7%	-28%	-9%	-13%	-1
CCOC(=O)c1c(NC(=O)C2C3C=CC(CC3)C2C(=O)O)sc(C)c1CC (stereo not drawn)
 : -1	1%	7%	-23%	-1%	-16%	-4
COc1ccc(CNC(=O)CCNS(=O)(=O)c2ccc(NC(C)=O)cc2)cc1OC
 : .	3%	-20%	-41%	.	-4%	.
C=CCOCCN(CC)CC
 : -12	-9%	2%	32%[activator]	9%	-21%	-3
CC(=O)N1CCOc2cc(S(=O)(=O)NCc3ccc(F)cc3)c(C)cc21
 : 1	0%&4%	18%	5%	-1%	39%	0
CC(C)C(=O)Nc1ccc(C(=O)NNC(=S)NC(=O)c2ccccc2[N+](=O)[O-])cc1
 : -10	-9%	-1%	-3%	0%	-25%	-1
COc1ccc(-c2n[nH]c(=S)n2-c2cc(OC)ccc2OC)cc1
 : -2	2.8µM*	-3%	?	3.5µM*	-12%	1
C/C(=C\c1ccccc1)CN1CCC(C(=O)N2CCCC(C)C2)CC1 (stereo not drawn)
 : -8	20%	?	i	-3%	-4%	-1
O=C(N/N=C/c1ccccn1)c1cc(-c2ccc(Cl)s2)[nH]n1
 : 4	0%	-110%	?	5%	-38%	1

# Whole records, looked up by structure. Order of values: Shiga inhibitor, Tb PYK inh, Pf growth 48h, Pf growth 96h, LmPK inh, AmpC no deterg, Cycloheximide cs
# Shown for O=C(c1ccc(S(=O)(=O)N2CCCCC2)cc1)N1CCN(c2ccccc2)CC1 : -42, -4%, 18%, 3%, 3%, -23%, -6
# Shown for CCOC(=O)c1c(NC(=O)C2C3C=CC(CC3)C2C(=O)O)sc(C)c1CC (stereo not drawn) : -1, 1%, 7%, -23%, -1%, -16%, -4

# Next section
# Below each SMILES – Shiga inhibitor	Tb PYK inh	Pf growth 48h	Pf growth 96h	LmPK inh	AmpC no deterg	Cycloheximide cs
O=[N+]([O-])c1ccc(C[n+]2ccc(Cc3ccccc3)cc2)cc1
 : -11	-8%	3.7µM*	35%[activator]	14%	-10%	6
O=C(COc1cc(Cl)c(Cl)cc1Cl)Nc1cccc(O)c1
 : 115*	-4%	-53%	-100%	-4%	-38%	38*
CCOc1ccc(-c2csc(NC(=O)c3ccco3)n2)cc1
 : 98	-6%	20%	10µM*	-2%	34%	39*
O=[N+]([O-])c1cc(Cl)cc2c1nc(NCCO)c1ccccc12
 : -10	1%	-12%	40%[activator]	9%	108%[activator]	1
CCOC(=O)/C(C#N)=C/c1c(N2CCN(c3cccc(Cl)c3)CC2)nc2c(C)cccn2c1=O
 : -2	-7%	?	?	-2%	-21%	12
CCOc1cc(/C=N/NC(=O)c2ccc(-c3csc(Nc4ccc(C)cc4)n3)cc2)ccc1OCC(=O)O
 : 10	-5%	?	7%	2%	1.4µM*	10
CCOC(=O)CC1NCCc2c1[nH]c1ccc(OC)cc21 (stereo not drawn)
 : -2	23%	-1%	6%	0%	-23%	-2
Cc1cccc(NS(=O)(=O)c2nnc(NC(=O)c3ccc(C)c(C)c3)s2)c1
 : 10	-8%	43%[activator]	0%	1%	-39%	3
COc1ccc(N(C(=O)c2ccncc2)S(=O)(=O)c2ccc3c4c(cccc24)C(=O)N3C)cc1
 : -16	4%	?	9%	-2%	166%[activator]	1
CCCCN(C(=O)C1CCC1)c1c(N)n(CCC)c(=O)[nH]c1=O
 : .	-1%	1%	19%	.	-3%	.
COC(=O)c1ccc(C23CC4(C2)[C@H](CN(Cc2ccc(-c5ccccc5)cc2)[C@@H]4c2ccccc2)C3c2ccccc2)cc1 (stereo partly drawn)
 : 17	6%	?	?	9%	-41%	-4
CNC(=O)COc1coc(CN2CCN(C(=O)c3ccco3)CC2)cc1=O
 : .	1%	24%	?	.	-15%	.
N#Cc1nc(Nc2cc(F)cc(F)c2)c2ncn(CC(F)F)c2n1
 : .	0%	?	0.29µM*	.	-31%	.
CC(C)N(Cc1ccccc1)C(=O)CN1C(=O)NC(Cc2ccccc2)(c2ccccc2)C1=O (stereo not drawn)
 : -3	1%	?	12µM*	0%	59%	-3
COc1ccc2oc(C(=O)N3CCN(c4ncccn4)CC3)c(C)c2c1
 : -2	10%	17%	-27%	-2%	52%	0
COc1ccc(S(=O)(=O)N(CCCN2CCOCC2)Cc2cccc(OC)c2OC)cc1
 : -8	-11%	.	?	6%	105%[activator]	-5
Nc1ccccc1Sc1ccccc1[N+](=O)[O-]
 : -7	-5%	-9%	-15%	-1%	-24%	0
CN1C(=O)C(O)(C2COC(C)(C)CC2=O)c2cc(Br)ccc21 (stereo not drawn)
 : 18	6%	-15%	.	-4%	-15%	-5
Fc1ccc2nc(Nc3nc4cc5c(cc4s3)OCO5)sc2c1
 : 80*	31%	174%[activator]	252%[activator]	-2%	-24%	59*
CCOC(=O)C1=CC[C@H]2c3c(c4ccccc4n3C)C(=O)C1N2C(=O)OC(C)(C)C
 : .	4%	-89%	?	.	44%	.
c1ccc(C2CSc3ccccc3N2)cc1 (stereo not drawn)
 : 102*	-13%	152%[activator]	163%[activator]	1%	-18%	64*
Cc1cc(C)nc(NC2=NCC(=O)N2c2ccc(F)c(Cl)c2)n1
 : -4	-3%	-3%	145%[activator]	-13%	-8%	0
O=C(/C=C/c1c(Cl)cccc1Cl)N1CCN(c2ncccn2)CC1
 : -13	0%	17%	.	4%	8%	4
O=C1CCCCC1Sc1nnc(Cc2cccs2)n1CCc1ccccc1 (stereo not drawn)
 : -11	-17%	.	?	-2%	30%	-4
CCCOc1ccc(C(=O)NCC(c2ccco2)N(C)C)cc1 (stereo not drawn)
 : 21	2%	3%	?	-3%	-12%	16*

# From PubChem BioAssay
